ANO1 activ: activators or potentiators of mouse TMEM16A chloride channel; HEK293 TMEM16A/YFP-H148Q/I152L, iodide quench fluorescence; hits give low values; B-score at 10 µM; 340,000 compounds, 0.3% hits; AID 623877;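 active means fluorescence-ratio B-score plate-corrected deviation score at least 3 library SD below zero, with starting fluorescence score within 5 deviations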;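 further: channel opened by trigger with iodide after compound preincubation; score built on the fluorescence ratio of max minus min over baseline; more negative score means more quench and so TMEM16A activation or potentiation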
Target sequence (Q8BHY3 whole entry, looked up): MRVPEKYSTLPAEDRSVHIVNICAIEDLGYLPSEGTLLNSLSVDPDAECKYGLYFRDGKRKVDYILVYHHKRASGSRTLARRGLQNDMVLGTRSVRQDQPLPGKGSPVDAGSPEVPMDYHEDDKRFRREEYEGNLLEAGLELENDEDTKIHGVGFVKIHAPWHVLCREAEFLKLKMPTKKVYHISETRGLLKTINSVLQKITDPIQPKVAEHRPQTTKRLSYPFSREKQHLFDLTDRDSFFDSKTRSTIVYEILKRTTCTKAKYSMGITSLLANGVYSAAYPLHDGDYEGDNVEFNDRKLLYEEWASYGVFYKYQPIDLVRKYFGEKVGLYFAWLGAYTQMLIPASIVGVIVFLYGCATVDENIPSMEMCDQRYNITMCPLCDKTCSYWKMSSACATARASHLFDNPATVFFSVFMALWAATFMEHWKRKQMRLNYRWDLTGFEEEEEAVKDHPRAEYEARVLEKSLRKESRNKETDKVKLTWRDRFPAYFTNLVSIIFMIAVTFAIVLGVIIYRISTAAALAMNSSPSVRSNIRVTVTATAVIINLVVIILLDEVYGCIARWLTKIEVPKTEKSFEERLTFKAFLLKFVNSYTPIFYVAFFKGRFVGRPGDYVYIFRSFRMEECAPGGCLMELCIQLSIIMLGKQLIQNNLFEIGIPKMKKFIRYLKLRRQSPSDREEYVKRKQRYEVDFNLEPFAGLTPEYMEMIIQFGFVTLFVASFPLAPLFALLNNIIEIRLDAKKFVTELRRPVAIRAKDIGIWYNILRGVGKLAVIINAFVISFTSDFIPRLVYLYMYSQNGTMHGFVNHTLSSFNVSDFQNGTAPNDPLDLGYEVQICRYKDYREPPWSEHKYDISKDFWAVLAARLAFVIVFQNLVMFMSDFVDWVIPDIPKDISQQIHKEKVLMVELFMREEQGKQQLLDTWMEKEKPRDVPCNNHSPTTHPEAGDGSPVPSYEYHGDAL
TRPC4 block: TRPC4 (mouse) channel inhibition; 300,000 compounds, 0.39% hits; B-score at 10 µM; AID 2247; HEK293 TRPC4beta/mu-opioid, DAMGO-evoked Fluo4 calcium flux; hits give low values;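 active means B-score over 3 SD under the library average, no early fluorescence shift, positive overall ratio signal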
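Test system – stable TRPC4beta/mu-opioid receptor HEK293 cells · Probe or stimulus – DAMGO, a submaximal dose followed by a maximal one · Dosing – one concentration per compound · Signal – Fluo4 calcium fluorescence by kinetic imaging, 5 s 1 Hz baseline · Evaluation – per-well B score of integrated baseline-normalized Fluo4 ratio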
TRPC6 inh: inhibitors of mouse TRPC6 channel; Q61143; HEK293-TRPC6, membrane potential dye, ACh-evoked depolarization; hits give low values; B-score at 10 µM; 310,000 compounds, 1.1% hits;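 active means B-score under library mean minus 3 SD, initial fluorescence not abnormally high, positive integrated signal ratio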;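 further: B-score derived from integrated fluorescence ratio over the kinetic read; more negative B-score means stronger inhibition of depolarization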
TRPC4 potent: allosterically enhances the mouse TRPC4 cation channel; Q9QUQ5; HEK293 TRPC4beta/mu-opioid, DAMGO EC20, Fluo-4 Ca2+ flux; hits give high values; B-score at 10 µM; 310,000 compounds, 0.42% hits; AID 2227;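 active means B-score of calcium response area above 5 SD of library B-scores, with initial fluorescence ratio within 5 SD of library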;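 further: B-score of integrated fluorescence ratio over time as area under calcium response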
TMEM16A inh: blocks the mouse calcium-activated chloride channel TMEM16A. Q8BHY3. HEK293 TMEM16A/YFP iodide influx fluorescence, ionomycin. normalized B-score (activity score, 25-100; higher = stronger inhibition) at 10 µM. 310,000 compounds, 1.2% hits. AID 588511;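 active means ratio plate-corrected score three or more library SD toward inhibition, starting fluorescence score within five deviations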;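 further: score derived from kinetic fluorescence span divided by baseline fluorescence per well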
MrgX1 agonist: agonists of human MrgX1 receptor. MrgX1-HEK293 cells, Fluo-4 calcium fluorescence, agonist mode; hits give high values. 310,000 compounds, 0.44% hits. AID 588627. B-score at 10 µM. Q96LB2;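 active means calcium response B-score plate-corrected fluorescence ratio at least 3 library SD, with starting fluorescence B-score inside 5 SD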
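Material: MrgX1-expressing HEK293 cells / Dosing: compound as first of three additions / Incubation: overnight seeding, then 1 h dark dye loading / Signal: Fluo-4 NW calcium fluorescence / Evaluation: B-scored fluorescence response ratio / Benchmarks: positive and negative control wells on each plate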
SKKanGAS inh: blocks kanamycin growth of S. pyogenes SKKanGAS strain. BacTiter-Glo, 6 h. inhibition, % at 7.5 µM. 300,000 compounds, 1.3% hits;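 active means mean replicate score, as percent of positive control median, at least 50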;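 further: strain carries kanamycin resistance gene driven by streptokinase promoter and grows in 40 µg/ml kanamycin; loss of luminescence reflects streptokinase promoter inhibition or plain growth inhibition; 0% = median of DMSO wells and 100% = positive control at its reference dose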
MrgX1 antag: human MrgX1 receptor antagonism, primary screen | Q96LB2 | MRGX1-HEK293 calcium flux, Fluo-4, BAM8-22 antagonism; hits give low values | B-score at 10 µM | 310,000 compounds, 1.3% hits | AID 588676;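 active means calcium-response B-score plate-corrected more than 3 library SD below zero, starting fluorescence within 5 deviations, no agonist response on first addition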;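 further: peak minus trough fluorescence over baseline after final BAM8-22 challenge near maximal dose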
TRPC4 agonist: TRPC4 (mouse) channel activation. Q9QUQ5. HEK293 TRPC4beta/mu-opioid, Fluo4 calcium fluorescence; hits give high values. B-score at 10 µM. 310,000 compounds, 0.49% hits;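 active means B-score above 5 SD of library B-scores, and initial fluorescence ratio not above library mean plus 5 SD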;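 further: positive B-score marks a calcium rise read as TRPC4 activation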
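Material: TRPC4beta and mu-opioid receptor HEK293 stable cells | Incubation: 45 min room-temperature Fluo4 loading, 110 s read | Detection: Kinetic Fluo4 calcium fluorescence | Measure: Integrated baseline-normalised fluorescence ratio, converted to per-well B score | Benchmarks: Low control buffer alone, high control maximal DAMGO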
MrgX1 PAM: allosterically activates human MrgX1 receptor signaling; Q96LB2; 310,000 compounds, 0.63% hits; MrgX1-HEK293, Fluo-4 calcium flux, FDSS; hits give high values; B-score at 10 µM;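 active means plate-corrected calcium response at least 3 library SD above typical, normal starting fluorescence, not activating the receptor alone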;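 further: compound read alongside a low EC10 to EC30 dose of BAM8-22 agonist; peak minus trough fluorescence over baseline measured at the second addition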
TRPC6 activator: activators of mouse TRPC6 channel; Q61143; HEK293-TRPC6 membrane potential dye fluorescence; hits give high values; B-score at 10 µM; 310,000 compounds, 0.13% hits; AID 2550;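 active means B-score of the integrated fluorescence ratio above library mean plus 3 SD, and starting fluorescence ratio within library mean plus 5 SD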;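 further: higher score means more depolarization so channel activation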
Active calls of the source: *; i = inactive; . = no result given.

SMILES,ANO1 activ,TRPC4 block,TRPC6 inh,TRPC4 potent,TMEM16A inh,MrgX1 agonist,SKKanGAS inh,MrgX1 antag,TRPC4 agonist,MrgX1 PAM,TRPC6 activator
COc1ccc(S(=O)(=O)Nc2ccc(N3CCOCC3)cc2)cc1Br,i,i,i,i,i,i,-3,i,i,i,i
CC(C)(CN1CCCC1)NS(=O)(=O)c1ccccc1,i,i,i,i,i,i,-2,i,i,i,i
CCCCOc1ccc(-n2nc(C)cc2C)nn1,i,i,i,i,i,i,0,i,i,i,i
CCOc1cc(CNc2ccc3c(c2)OCCO3)cc(Br)c1OCC,i,i,i,i,i,i,0,i,i,i,i
CCOC(=O)N1CCN(S(=O)(=O)c2ccc(F)cc2)CC1,i,i,i,i,i,i,-10,i,i,i,i
CCCCCCCC(=O)N/N=C(\C)c1ccc(N)cc1,.,i,i,i,i,i,2,i,i,i,i
CC1CCN(S(=O)(=O)c2cn(CC(=O)Nc3ccc(OC(F)(F)F)cc3)cn2)CC1,i,i,i,i,i,i,-2,i,i,i,i
COC(=O)c1ccc(/C=C2/SC(=S)N(CCCC(=O)Nc3ccc(O)cc3)C2=O)cc1,i,i,i,i,i,i,23,i,i,i,i
COc1ccccc1/C=C/C=C1\Oc2c(ccc(O)c2CN(C)C)C1=O,i,i,i,i,i,i,3,i,i,i,i
O=C(NC1CCSC1=O)c1cccc(Cl)c1 (stereo unspecified),i,i,i,i,i,i,2,i,i,i,i
O=C(CC1C(=O)NCCN1Cc1cccc(Oc2ccccc2)c1)NCCc1cnccn1 (stereo unspecified),i,i,i,i,i,i,-7,i,i,i,i
CC(C)CC(COCc1ccc(C(F)(F)F)cc1)N1CCN(C(=O)c2ccc(C(F)(F)F)cc2)CCC1=O (stereo unspecified),i,i,i,i,i,i,21,i,i,i,i
O=C(Cn1nc(-c2cccc(Cl)c2)ccc1=O)NCC1COCCO1 (stereo unspecified),i,i,i,i,i,i,9,i,i,i,i
O=C(NNC(=O)c1cc(-c2ccncc2)nc2ccccc12)c1cccc(Cl)c1,i,i,i,i,i,i,0,i,i,i,i
C/C(=N/Oc1nc(C)cc(C)n1)c1ccc(Br)cc1,i,i,i,i,i,i,-5,i,i,i,i
Cc1cc(=O)[nH]c(SCc2csc(-c3ccccc3)n2)n1,i,i,i,i,i,i,-4,i,i,i,i
O=C(NCCCn1ccnc1)Nc1ccc2c(c1)OCO2,i,i,i,i,i,i,-1,i,i,i,i
CN1CCN(S(=O)(=O)c2ccc(Nc3ccc(F)cc3)c([N+](=O)[O-])c2)CC1,i,i,i,i,i,i,-3,i,i,i,i
CCCNC(=O)c1ccccc1NC(=O)Cc1ccc(OC)c(S(=O)(=O)N2CCOCC2)c1,i,i,i,i,i,i,-4,i,i,i,i
Cc1sc2ncnc(-n3cnc4ccccc43)c2c1C,i,i,i,i,i,i,2,i,i,i,i
CC(=O)C1C(c2ccc(OC(F)F)cc2)NC(=O)NC1(O)C(F)(F)F (stereo unspecified),i,i,i,i,i,i,6,i,i,i,i
C/C(=N\NC(=O)CC(C)C)c1ccc(N2CCCCC2)cc1,i,i,i,i,i,i,-3,i,i,i,i
Cc1ccc(Cl)cc1NC(=O)c1cc(S(=O)(=O)N2CCOCC2)cn1C,i,i,i,i,i,i,-2,i,i,i,i
COc1ccc(/C(C)=N/NC(=O)OC(C)(C)C)cc1[N+](=O)[O-],i,i,i,i,i,i,8,i,i,i,i
CCCCOc1ccc(-c2nnc(-c3cc[n+](C)cc3)o2)cc1,i,i,-8.2*,i,i,i,12,i,i,i,i
CC(C)(C)NC(=O)C(=O)NNC(=O)c1ccccc1,i,i,i,i,i,i,0,i,i,i,i
Cc1noc(C)c1CC(=O)N1CCCC(C(=O)c2ccc(C(C)(C)C)cc2)C1 (stereo unspecified),i,i,i,i,i,i,2,i,i,i,i
COc1ccccc1Nc1nc2c(C)cccc2cc1C#N,i,i,i,i,i,i,4,i,i,i,i
CC(C)=CC1C=C(C)C(C)C2C(=O)NNC(=O)C12 (stereo unspecified),i,i,i,i,i,i,3,i,i,i,i
COc1ccc2c(c1OC)C(=O)N(c1cccc(C(F)(F)F)c1)C2,i,i,i,i,i,i,-1,i,i,i,i
C#CCNC(=O)C1=C[C@H](C)[C@@H](CCCO)[C@H](OCC)O1,i,i,i,i,i,i,5,i,i,i,i
Cc1cc2c3c(c1C)C1(C(=O)N3C(C)(C)CC2C)C(C#N)=C(N)Oc2cc(O)ccc21 (stereo unspecified),i,i,i,i,i,i,12,i,i,i,i
COc1ccccc1CCNC(=O)C1CCC(=O)N(Cc2ccccc2OC)C1 (stereo unspecified),i,i,i,i,i,i,8,i,i,i,i
Fc1cccc(NC(=S)N2CCN(c3ccccn3)CC2)c1,i,i,i,i,i,i,-2,i,i,i,i
Cc1ccc(Cn2nnc3c(=O)n(CC(=O)N4CCCc5ccccc54)cnc32)cc1,i,i,i,i,i,i,1,i,i,i,i
O=C(N/N=C1\CC2CC=CC12)c1ccccc1Cl (stereo unspecified),i,i,i,i,i,i,1,i,i,i,i
COC(=O)C(CO)NC(=O)C(C)NC(=O)CNC(=O)OCc1ccccc1 (stereo unspecified),i,i,i,i,i,i,3,i,i,i,i
O=C(c1cn2ccccc2n1)N1CCCC(Nc2ccc(F)c(F)c2)C1 (stereo unspecified),i,i,i,i,i,i,1,i,i,i,i
CC1CC(NS(=O)(=O)c2cc3c4c(c2)CCN4C(=O)CC3)CC(C)(C)C1 (stereo unspecified),i,i,i,i,i,i,3,i,i,i,i
CC(C)C(C)N(Cc1cccc(C(=O)O)c1)C(=O)c1ccc2ccccc2n1 (stereo unspecified),i,i,i,i,i,i,-2,i,i,i,i
Cc1cccc(C)c1NC(=O)C1(N(Cc2ccco2)C(=O)CC2NC(=O)NC2=O)CCCC1 (stereo unspecified),i,i,i,i,i,i,0,i,i,i,i
COc1ccc(C(=O)N(C)C2CCCN(Cc3ccccc3F)C2)cc1C (stereo unspecified),i,i,i,i,i,i,-3,i,i,i,i
O=C(COC(=O)c1ccccn1)Nc1ccc(S(=O)(=O)N2CCOCC2)cc1,i,i,i,i,25*,i,-5,i,i,i,i
COc1ccc(CCCNC(=O)C2CCC(=O)N(Cc3ccc(Cl)cc3)C2)cc1 (stereo unspecified),i,i,i,i,.,.,0,.,i,.,i
Cc1ccc(NC(=O)c2cccc(S(=O)(=O)N3CCCCC3)c2)cc1,i,i,i,i,i,i,-1,i,i,i,i
O=C(CNc1ccc(Oc2ccccc2)cc1)N1CCOCC1,i,i,-5.7*,i,i,i,-2,i,i,i,i
COC(=O)Cc1[nH]nc2c1C(c1ccc(O)c(OC)c1)C(C#N)=C(N)O2 (stereo unspecified),i,i,i,i,i,i,-8,i,i,i,i
COc1ccc(CCN2C(=O)C(Oc3ccccc3C)C2c2ccc3c(c2)OCO3)cc1 (stereo unspecified),i,i,i,i,i,i,7,i,i,i,i
O=C(CCl)Nc1cccc(-c2cnc3ccccc3n2)c1,i,i,i,i,i,i,5,i,i,i,i
COCCNC(=O)c1ccc2c3n(nc2c1)-c1ccccc1CO3,i,i,i,i,i,i,1,i,i,i,i
Cc1nc(Nc2cccc(F)c2)c2oc3ccccc3c2n1,i,i,i,i,i,i,-4,i,i,i,i
COc1cc(C(=O)NC(=S)Nc2ccc(N3CCCC3)cc2)cc(OC)c1OC,i,i,i,i,i,i,44,i,i,i,i
Cc1c(C)n(C)c2ccc(C(=O)NCCc3ccco3)cc12,i,i,i,i,i,i,9,i,i,i,i
O=C(NCCN1CCc2ccccc2C1)Nc1ccc([N+](=O)[O-])cc1,i,i,i,i,i,i,9,i,i,i,i
COC(=O)C1=C(N)Oc2cc(C)n(CC3CCCO3)c(=O)c2C1c1ccc(Cl)c(Cl)c1 (stereo unspecified),i,i,i,i,i,i,8,i,i,i,i
O=C(Cc1c(F)cccc1Cl)Nc1ccc(S(=O)(=O)N2CCOCC2)cc1,i,i,i,i,i,i,-2,i,i,i,i
O=C(NC(=S)Nc1nc(-c2cccc([N+](=O)[O-])c2)cs1)c1cc(Cl)ccc1Cl,i,i,i,i,i,i,9,i,i,i,i
CN(C(=O)/C=C/c1ccco1)c1ccccc1C(=O)O,i,i,i,i,i,i,3,i,i,i,i
COc1ccc(N2CCN(C(=O)Cn3nnc(-c4cccs4)n3)CC2)cc1,i,i,i,i,i,i,1,-5.2*,i,i,i
CCN(/C=N/S(=O)(=O)c1ccc(Cl)cc1)CC,i,i,i,i,i,i,2,i,i,i,i

Later entries.
SMILES,ANO1 activ,TRPC4 block,TRPC6 inh,TRPC4 potent,TMEM16A inh,MrgX1 agonist,SKKanGAS inh,MrgX1 antag,TRPC4 agonist,MrgX1 PAM,TRPC6 activator
COc1ccc(Br)c(C(=O)N(C)CC(=O)Nc2ccc(N3CCOCC3)cc2)c1,i,i,i,i,i,i,1,i,i,i,i
CC(=O)Nc1cc2c(cc1[N+](=O)[O-])OCCO2,i,i,i,i,i,i,-9,i,i,i,i
Cc1ccc(NCC(=O)N=Nc2c(O)[nH]c3ccc([N+](=O)[O-])cc23)cc1,.,i,i,i,i,i,-7,i,i,i,i
O=C(C1CCCN(C2CC(=O)N(c3ccc(F)cc3)C2=O)C1)N1CCCC1 (stereo unspecified),i,i,i,i,i,i,10,i,i,i,i
COc1ccc2cc(CN(CCO)C(=O)c3ccc(Br)cc3)c(=O)[nH]c2c1,i,i,i,i,.,.,0,.,i,.,i
O=C(Nc1ccc2c(c1)CCC2)c1cccc(S(=O)(=O)N2CCN(c3ccccc3)CC2)c1,i,i,i,i,i,i,18,i,i,i,i
COc1ccc(-c2noc(C3CCCN(C(=O)c4ccc(C)cc4)C3)n2)cc1 (stereo unspecified),i,i,i,i,i,i,-2,i,i,i,i
